Bioassay records deposited in PubChem by National Center for Advancing Translational Sciences (NCATS).
Nrf2 block – Nrf2 pathway inhibition; AID 504444; Potency, µM (titrated, usually from 46 µM), inactives show at the highest dose activity change, negative = inhibition, hits mostly inhibitors; 360,000 tested, 2.1% active; A549 ARE-Fluc reporter, luciferase luminescence, 18-24 h; note: % is set by controls: 0 for no effect and ±100 for the full control effect; nearly all actives have a fitted effect of over 60% in size
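Cells were seeded and rested 2 h, then exposed to compounds for 18-24 h. CellTiter-Fluor was read first as a viability measure. BugLite was added 15 min before the final luminescent read of ARE-luciferase activity in A549 cells.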
ATXN2 expr inh – reduces ATXN2 reporter expression in HEK-293 cells. HEK-293 ATXN2-luciferase reporter, luminescence, 24 h. Potency, µM (series often up to 57 µM), for inactives: at the top dose activity change, negative = inhibition, actives largely listed as inhibitors. 360,000 tested, 0.72% active. AID 1745845; note: % is set by controls: 0 for no effect and ±100 for the full control effect; nearly all actives have a fitted effect of over 55% in size
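qHTS (up to 57 uM final) was run with 24 h compound exposure of reporter cells at 37 °C. Each well was multiplexed: SteadyGlo luminescence measured ATXN2-luciferase expression after a fluorogenic Gly-Phe-AFC viability readout (25 uM final).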
TGFb SMAD3 inh – TGF-b pathway inhibition; Potency, µM (highest dose often 46.1 µM), inactives show top-dose activity, negative = inhibition, actives largely listed as inhibitors; HepG2 CAGA-GFP TGF-b/SMAD3 reporter, GFP fluorescence, 18 h; TGF-beta stimulated, 500 pg/mL final; 410,000 tested, 1.2% active; note: % is set by controls: 0 for no effect and ±100 for the full control effect; nearly all actives have a fitted effect of over 65% in size
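Inhibition of TGF-beta-driven CAGA-GFP reporter expression in HEPG2 cells is measured by cellular GFP fluorescence after 18 h stimulation with 500 pg/mL recombinant TGF-beta in 1% FBS medium at 37 degrees C.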
HepG2 viability – HepG2 cytotoxicity, counter-screen for TGF-b inhibitors | HepG2 CAGA-GFP viability, ATP luminescence, 18 h | Potency, µM (doses to about 46.1 µM), for inactives: top-dose activity change, negative = cytotoxicity, usual class: cytotoxic | 410,000 tested, 0.76% active | AID 588856; note: some results filed as inactive show a strong effect at the top dose
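CellTiter-Glo luminescence gave cytotoxicity after 18 hours at 37 degrees C. The cells were HepG2 CAGA-GFP in 1% FBS DMEM, stimulated with 500 pg/mL TGF-beta after compound addition. %Activity was normalised to no-cell wells (complete cell-killing) and DMSO (no toxicity), and curves were fitted and classified.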
S2 tox – reduces viability in counter-screen for ATXN expression inhibitors | Potency, µM (series often up to 56.7 µM), actives largely listed as cytotoxic | S2 cells (HEK-293 line with an ATXN2-luciferase reporter) viability, CellTiter-Fluor protease fluorescence, 24 h | 400,000 tested, 0.49% active; note: nearly all actives have a fitted effect of over 40% in size
EPAC2 antag – EPAC2 (human) antagonism. Q8WZA2. EPAC2 GEF exchange of Rap1B-BODIPY-GDP, fluorescence. Potency, µM (top dose mostly 114 µM), for inactives: top-dose activity, negative = inhibition, most hits filed as inhibitors. 360,000 tested, 0.18% active. AID 720708; note: % is set by controls: 0 for no effect and ±100 for the full control effect; nearly all actives have a fitted effect of over 45% in size; many of its hits are not listed in these tables
Target sequence (Q8WZA2 whole entry, looked up): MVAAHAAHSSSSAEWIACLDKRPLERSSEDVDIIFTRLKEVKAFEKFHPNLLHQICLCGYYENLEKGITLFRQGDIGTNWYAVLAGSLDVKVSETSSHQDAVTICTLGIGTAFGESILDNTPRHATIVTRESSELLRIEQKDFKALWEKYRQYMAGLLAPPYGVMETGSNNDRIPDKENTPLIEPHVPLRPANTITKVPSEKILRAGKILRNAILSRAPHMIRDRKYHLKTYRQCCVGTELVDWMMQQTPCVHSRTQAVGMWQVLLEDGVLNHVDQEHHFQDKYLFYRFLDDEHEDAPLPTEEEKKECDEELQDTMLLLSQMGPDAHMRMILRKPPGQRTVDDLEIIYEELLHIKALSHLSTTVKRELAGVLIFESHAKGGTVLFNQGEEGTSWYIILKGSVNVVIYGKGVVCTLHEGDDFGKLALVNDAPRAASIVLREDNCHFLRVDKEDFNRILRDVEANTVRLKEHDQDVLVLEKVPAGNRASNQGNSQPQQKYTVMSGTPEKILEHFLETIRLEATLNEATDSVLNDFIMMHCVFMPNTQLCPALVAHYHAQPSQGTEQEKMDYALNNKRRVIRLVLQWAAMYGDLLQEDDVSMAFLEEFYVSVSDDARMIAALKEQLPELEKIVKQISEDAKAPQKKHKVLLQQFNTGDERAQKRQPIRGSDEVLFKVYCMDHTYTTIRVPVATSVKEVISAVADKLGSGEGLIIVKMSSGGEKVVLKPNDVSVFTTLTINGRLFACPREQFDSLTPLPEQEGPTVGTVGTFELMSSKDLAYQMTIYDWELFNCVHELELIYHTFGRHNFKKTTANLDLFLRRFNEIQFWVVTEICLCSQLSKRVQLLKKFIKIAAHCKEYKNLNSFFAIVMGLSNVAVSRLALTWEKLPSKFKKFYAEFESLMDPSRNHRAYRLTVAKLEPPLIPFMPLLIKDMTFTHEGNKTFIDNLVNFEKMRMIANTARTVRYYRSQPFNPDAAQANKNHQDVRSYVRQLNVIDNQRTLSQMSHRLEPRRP
A549 viability – kills or reduces viability of A549 cells in Nrf2 counter-screen | A549 ARE-Fluc cells, CellTiter-Fluor viability, 18-24 h | Potency, µM (top dose mostly 46 µM), inactives show at the highest dose activity change, negative = cytotoxicity, usual class: inhibitors | 390,000 tested, 0.16% active | AID 504648; note: % is set by controls: 0 for no effect and ±100 for the full control effect
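A549 ARE_Fluc cells in 5% FBS OPTI-MEM were exposed to compounds in concentration-response for 18-24 h at 37 deg C. Viability was read by CellTiter-Fluor fluorescence (Ex 405/Em 525) after 30 min, before the luciferase read.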
Nrf2 activator – activators of Nrf2 (ARE) signaling. AREc32 ARE-luciferase reporter (MCF7-derived line), luminescence, 24 h. Potency, µM (series often up to 46.1 µM), without a hit: top-dose activation, usual class: activators. 410,000 tested, 0.31% active; note: % of control where 0% means no effect; nearly all actives have a fitted effect of over 65% in size
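Nrf2 activation is followed as ARE-luciferase induction in the AREc32 line after one day of compound treatment; luminescence is read with Steady-Glo.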
MCF10A rereplic – DNA re-replication induction in MCF 10a cells; MCF 10A DNA re-replication, Hoechst nuclear intensity, 48 h; Potency, µM (doses to about 46.1 µM), for the others: at the highest dose activity, positive = re-replication, actives largely listed as activators; 350,000 tested, 2.9% active; AID 624296; note: % of control where 0% means no effect; nearly all actives have a fitted effect of over 50% in size
The depositor's hits bear a star; i = inactive; ? = inconclusive; / = not tested or not shown; [ ] = remark or other dose. Calls come from the whole dose curve; as a rule, active = well fitted curve in the direction sought with a large enough effect; inconclusive = small, poorly fitted or top-dose-only effect, or another doubt; inactive = no such curve, though single readings can be large; an effect the other way counts as inactive or inconclusive. Potency is the fitted concentration of half-maximal effect. The list is partial; rates above refer to the full screens.

Fields: Nrf2 block, ATXN2 expr inh, TGFb SMAD3 inh, HepG2 viability, S2 tox, EPAC2 antag, A549 viability, Nrf2 activator, MCF10A rereplic
> O=C(c1ccccc1)c1nnc(-c2ccncc2)o1
  7%, 7%, 21%, 10%, i, 4%, 0%, -0.6%, -2%
> CC1CCCC(C)N1CCCNC(=O)Cn1ncc2c([nH]c3ccccc32)c1=O (centres undefined)
  2%, -10%, -1%, -10%, i, 4%, 9%, 0.4%, 2%
> COc1ccc(/C=C/C2=NC(=C\N(C)C)/C(=O)O2)cc1
  -12%, 24%, 25%, 16%, i, -3%, -24%, 0.8%, ?
> CC(C)(C)c1ccc(C(=O)NCCC(=O)Nc2cc(Cl)ccc2N2CCOCC2)cc1
  ?, /, ?, -43%, ?, -19%, -12%, 5.8%, 1%
> O=C(Nc1cccc(C(F)(F)F)c1)c1ccc2nc(N3C(=O)CCC3=O)sc2c1
  ?, 2%, 2%, -95%, i, -4%, -11%, 0.2%, ?
> O=C(NC1CCCCC1)C1CCN(c2nccs2)CC1
  7%, 3%, 1%, -20%, i, 3%, -4%, 0.0%, -1%
> O=C1COc2ccc(C(=O)COC(=O)C3CC(O)CN3S(=O)(=O)c3ccc(Cl)cc3)cc2N1 (centres undefined)
  1%, /, -1%, 8%, i, 10%, 0%, 0.1%, 0%
> CCCCn1c(=O)c(CCC(=O)OCC(=O)NC(C)c2ccccc2)nc2ccccc21 (centres undefined)
  10%, -5%[11.3 µM], -2%, -1%, i, -11%, -2%, 2.1%, 0%
> COC(=O)c1ccc(CNC(=O)c2cc(COc3cncc(Cl)c3)on2)cc1
  18%, 3%, -1%, -2%, i, -2%, 5%, -0.8%, 8%
> CCn1c(=O)cc(SCC(=O)NCCc2cc(OC)ccc2OC)c2ccccc21
  -15%[9.27 µM], -1%, -33%, -1%, i, /, -12%, -0.1%, /
> CCOC(=O)c1sc2nc(CC(=O)OC)nc(N3CCN(c4ccccn4)CC3)c2c1C
  -5%, -17%, -3%, -16%, i, -1%, 1%, -0.6%, ?
> CCC(=O)Nc1cccc(C(=O)/C=C/c2ccc(F)cc2)c1
  23µM*, ?, 20µM*, 14µM*, ?, -11%, ?, -3.1%, ?
> COC(=O)C(CC(=O)c1ccc(Br)cc1)n1nc(C)cc1C (centres undefined)
  1%, 0%, ?, -59%, i, -27%, 1%, 22%, ?
> COc1ccc(CCNC(=O)CSc2nc(N)c3c(C)c(C)oc3n2)cc1OC
  -10%, 7%, 1%, -3%, ?, 8%, -8%, 0.1%, -1%
> Cc1cc(C(=O)N/N=C/C=C/c2ccccc2[N+](=O)[O-])c(C)o1
  -14%, ?, 14%, 9%, i, -4%, 2%, ?, -2%
> CN1CCN(C(=O)c2cccc(COc3cc(Cl)ccc3Cl)c2)CC1
  /, 42%[activator], -17%, -30%, i, 2%, 3%, 4.3%, 12%
> CCOc1ccc(NC(=O)NNC(=O)C(C)Oc2ccccc2OC)cc1 (centres undefined)
  5%, 8%, -7%, -10%, i, -2%, 0%, -0.1%, 0%
> C/C(=N\NC(=O)c1csc(C)c1C)c1ccc(C)s1
  23%, 44%[activator], 2%, -5%, i, 1%, 0%, 2.7%, 1%
> Cc1cc(Cl)ccc1OCC(=O)Nc1cccc(S(=O)(=O)N2CCCC2)c1
  -14%, /, ?, -8%, i, 5%, 0%, 4.2%, 6%
> COC(=O)c1cccc(NC(=O)CSc2nnnn2C)c1
  8%, 5%, -1%, -2%, i, 5%, -13%, 4.6%, 2%
> Cc1ccc(N(CC(=O)Nc2ccc(C)c(F)c2)S(=O)(=O)c2c(C)n[nH]c2C)cc1
  -5%, -27%, ?, -24%, ?, /, -11%, 1.3%, /
> O=C(CCl)Nc1ccc(Oc2cnc3ccccc3n2)cc1
  1%, ?, ?, -92%, /, -3%, -25%, -2.5%, ?
> Cc1cccc(NC(=O)CSc2nc3c(sc4ccccc43)c(=O)n2CCCC(=O)NC2CCCC2)c1
  5%, /, -9%, -19%, /, /, -6%, -0.5%, /
> CCOc1ccc(CNC(=O)CCCn2c(=O)c3cccn3c3ccccc32)cc1
  ?, /, 0%, -13%, /, /, ?, -1.0%, /
> Cc1ccccc1-c1nc(CS(=O)(=O)CC(=O)N2CCN(c3ccccc3)CC2)c(C)o1
  ?, ?, ?, -28%, i, /, -27%, 0.2%, /
> CCOc1ccc(S(=O)(=O)N2CCCC(C(=O)NCc3cccnc3)C2)cc1 (centres undefined)
  -12%, 3%, -25%, 5%, i, 12%, -1%, -0.4%, 4%
> CN(Cc1cccs1)C(=O)COc1cccc(-n2cnnn2)c1
  12%, -5%, 13%, 2%, ?, 7%, 0%, -0.4%, 2%
> Fc1ccc(-c2nnc(NC3=NCCCCC3)o2)cc1
  /, 4µM*, 5%, 13µM*, i, 12%, 26%, -2.9%, 10%
> CC(=O)Nc1sc(C)c(C)c1C(=O)OCC(=O)Nc1cccc(C)c1
  -17%, ?, ?, -13%, ?, 17%, -28%, 0.2%, 8.2µM*
> O=C(c1cc2ccccc2oc1=O)N1CCCCCCC1
  1%, 4%, 0%, 7%, i, -2%, -1%, -0.6%, ?
> CC1(C)OC(=O)C(=NNc2ccc(C(=O)O)cc2)C(=O)O1
  -23%, 0%, -4%, 4%, i, -2%, -1%, -0.2%, 3%
> CN(Cc1nc2ccccc2c(=O)[nH]1)C(=O)c1ccccc1OCc1ccc(Cl)cc1
  ?, /, ?, -2%, i, -18%, -3%, 3.8%, 0%
> CCOc1ccccc1CNS(=O)(=O)c1ccc2[nH]c(=O)ccc2c1
  /, 8%, 4%, -4%, i, /, 8%, -0.1%, /
> CC(C)OCCCNC(=O)COc1ccc2oc3c(c2c1)CCCC3
  1%, -3%, 5%, 0%, i, -8%, -1%, -0.3%, 8%
> Cc1ccc(NCC(=O)Nc2cccc(S(=O)(=O)N(C)C)c2)c(Cl)c1
  -19%, -3%, -18%, -3%, i, 0%, 0%, 3.9%, 7%
> O=c1ccc(S(=O)(=O)N2CCC(Cc3ccccc3)CC2)c[nH]1
  3%, -11%, 0%, -26%, i, 28%, 4%, -0.7%, -1%
> O=C(Nc1ccccc1Cl)c1cccc(COc2cc(Cl)ccc2Cl)c1
  ?, 9%, 10%, 18%, ?, -4%, -6%, 3.5%, ?
> CCN=C1SC(CC(=O)NC(C)C)C(=O)N1CC (centres undefined)
  0%, 1%, 21%, -4%, i, -3%, 1%, -0.2%, -6%
> CCOc1cccc(Cc2c[nH]c(=O)[nH]c2=O)c1
  /, /, -1%, 0%, i, -2%, /, -0.3%, /
> CC1(C)C2CCC1(C)C(OC(=O)C[n+]1ccccc1)C2 (centres undefined)
  12%, 5%, -2%, 0%, i, 9%, -1%, -0.2%, 20%
> O=C(c1cc(-c2cccnc2)nc2ccccc12)N1CCN(S(=O)(=O)c2cccs2)CC1
  7%, /, -2%, -6%, i, -26%, -4%, 0.6%, 4%
> Cc1ccc(C)c(SCC(=O)N(C)CC(=O)Nc2ccc(N3CCOCC3)cc2)c1
  -8%, 0%, -2%, -3%, i, -10%, 1%, -0.3%, -17%
> COc1ccc(N2C(=O)CC(N3CCN(S(=O)(=O)c4ccc(Cl)cc4)CC3)C2=O)cc1 (centres undefined)
  -15%, -2%, 0%, 1%, i, -11%, 4%, 2.4%, 9%[9.22 µM]
> Cc1onc(C(=O)Nc2c(C)n(C)n(-c3ccccc3)c2=O)c1[N+](=O)[O-]
  -10%, -5%, 4%, 18%, i, 0%, -4%, -0.5%, -2%
> NC(=O)C1CCN(c2c([N+](=O)[O-])cc(C(F)(F)F)cc2[N+](=O)[O-])CC1
  -10%, -7%, -1%, 4%, i, -6%, -8%, -0.7%, 0%
> O=C(COc1cccc2ccccc12)Nc1cc(Cl)ccc1C(=O)O
  -2%, 0%, 0%, -31%, i, -9%, -2%, 0.3%, 6.5µM*
> COCCN1C[C@@H](CO)O[C@@H](n2cnc3c(NCc4ccco4)ncnc32)C1
  /, 6%, 5%, 14%, i, 26%, /, 0.8%, /
> COc1cc(NC(=O)CCc2c(C)nc3c(-c4ccc(F)cc4)c(C)nn3c2C)cc(OC)c1OC
  8%, -11%, -1%, -5%, i, /, 6%, -0.3%, /
> Cc1ccc(-c2nnc(Nc3cccc(Br)c3)c3ccccc23)cc1S(=O)(=O)NCC1CCCO1 (centres undefined)
  ?, -17%, -3%, -3%, i, /, -3%, 3.0%, /
> CCN1CCN(CC(=O)N2N=C(c3cccs3)CC2c2ccc(OC)cc2)C(=O)C1=O (centres undefined)
  5%, 1%, 0%, 1%, i, -2%, -4%, -0.4%, 2%

Continued.
Fields: Nrf2 block, ATXN2 expr inh, TGFb SMAD3 inh, HepG2 viability, S2 tox, EPAC2 antag, A549 viability, Nrf2 activator, MCF10A rereplic
> Cc1ccc(S(=O)(=O)NC(C(=O)Oc2ccc3ccc(=O)oc3c2)c2ccccc2)cc1 (centres undefined)
  9%, 5%, 11%, -23%, i, 0%, -7%, 0.2%, ?
> CCOC(=O)C1CCCN(C(=O)c2c(-c3ccccc3)noc2C)CC1 (centres undefined)
  /, 7%, 3%, 1%, ?, -10%, /, 0.6%, /
> Cc1cc(Cl)c(S(=O)(=O)NCC2CCCO2)cc1OCC(=O)NC1CCCCC1 (centres undefined)
  ?, /, 25%, -8%, /, -7%, -18%, -0.6%, 0%
> Cc1nc(-c2ccccc2)sc1C(=O)O
  ?, 39%[activator], 7%, 2%, i, 3%, 1%, 2.4%, -14%
> CCc1cc(S(=O)(=O)N2CCN(C(=O)c3ccco3)CC2)ccc1OC
  ?, -13%, -18%, -24%, i, -17%, -15%, -0.3%, -4%
> CC(C)(C)c1ccc(C(=O)N2CCC2(C)C(=O)NCC(F)(F)F)cc1 (centres undefined)
  /, -9%, -3%, 0%, i, 9%, /, 0.3%, /
> COc1ccc(C(=O)Oc2ccc(C(C)=O)cc2)c(OC)c1
  /, 18%, -4%, 1%, i, 4%, -2%, 2.7%, 1%
